Myeloid diff MLP: compounds promoting myeloid differentiation; ER-HoxA9 myeloid progenitors, lysozyme-GFP differentiation, flow cytometry; calls only at 10 µM; 360,000 compounds, 1% hits;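 active means normalized GFP-positive differentiation at or above the plate's own cutoff, the solvent-only control mean plus 3 SD; inconclusive means no clear call, values can overlap the other calls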;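 further: cells exposed to compound for four days before flow analysis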
Myeloid diff MLP GFP+ MAC1+ %: second read-out of Myeloid diff MLP, no call of its own (marks repeat the call); GFP+ MAC1+ double positive, %; measured here: differentiation confirmed by MAC1 staining
The depositor's hits bear a star; i = inactive; ? = inconclusive; . = not tested or not shown; & = joins results of further samples. This is a subset, so the mix of outcomes need not match the whole.

SMILES	Myeloid diff MLP	Myeloid diff MLP GFP+ MAC1+ %
COc1ccc(NC(=O)N(C)C[C@H]2Oc3c(NC(=O)Nc4ccccc4)cccc3C(=O)N([C@H](C)CO)C[C@@H]2C)cc1	i	1.0
CC(=O)c1cccc(NCC(=O)Nc2cccc(S(=O)(=O)N3CCCCC3)c2)c1	i	0.4
CCCCC/C=C/C1=CC(=O)C[C@H](c2ccc(OC)c(OC)c2)C1	i	0.8
CCC(CO)Oc1cc(NC(=O)c2cccc(F)c2)c2ncn(C(C)C)c2c1 (configuration not stated)	i	2.7
CC12CCC(C3NC(=S)NN=C31)C2(C)C (configuration not stated)	i	1.3
CN(C)CCN1CCN(C2CN(CCc3ccccc3)S(=O)(=O)C2)CC1 (configuration not stated)	i	1.1
NS(=O)(=O)c1cccc(NC(=O)CSc2nnc(C3CC3)n2C2CC2)c1	i	1.0
c1ccc2c(c1)ccc1[nH]c3c(c12)CCCC3	i	0.9
CCCCN(C(=O)c1ccc(N2C(=O)c3ccccc3C2=O)cc1)c1c(N)n(CC(C)C)c(=O)[nH]c1=O	i	0.7
COc1cccc(NC(=O)COC(=O)c2cc(=O)c3ccccc3o2)c1	i	0.1
CN1CCCCC1(C)C(=O)NCc1ccc(C(C)(C)C)cc1 (configuration not stated)	i	0.7
CCNC(=O)c1cc2c(c(-c3cccc(-c4ccccc4F)c3)n1)[C@@H](CCO)N(C(=O)CC)C2	i	1.3
Cc1ccccc1C(=O)N1CCN(c2ccc(N3CCOCC3)nn2)CC1	i	1.9
Cc1ccc2nc(SCC(=O)NCc3ccco3)nc(=O)n2c1	i	0.6
CC1(C)Cc2cccc(OCC(=O)N3CCN(c4ccccc4Cl)CC3)c2O1	i	1.1
COc1ccc(OC[C@@H](O)CNC(=O)c2cccc3c2C(=O)c2ccc(-c4ccc(F)cc4OCc4ccccc4)cc2S3(=O)=O)cc1	i	2.9
CCCC(=O)NC1=C(Cl)C(=O)c2ccccc2C1=O	?	.
CC(=O)c1ccccc1C(=O)N1CCC(CCC(=O)NCc2ccc(F)cc2)CC1	i	0.6
CC(=O)c1ccc(S(=O)(=O)Nc2ccc(C(=O)NCC(c3cccs3)N3CCOCC3)cc2)cc1 (configuration not stated)	i	1.0
CC(=O)Nc1nnc(CCS(=O)(=O)c2ccc(C)cc2)s1	i	1.0
O=C1NC(=S)NC(=O)C1=Cc1ccccc1C(=O)O	i	0.8
COCCNC(=O)C1CCCN(Cc2ccc(-c3ccccc3)cc2)CC1 (configuration not stated)	i	1.3
CCCN(CC(=O)Nc1ccccc1OC)C(=O)C1=COCCO1	i	0.4
Oc1ccccc1C1=NC(c2ccccc2)NC(c2ccccc2)C1 (configuration not stated)	i	1.0
CCOc1ccccc1C=C1CCc2ccccc2C1=O	i	0.4
Additional records follow:
SMILES	Myeloid diff MLP	Myeloid diff MLP GFP+ MAC1+ %
CCOC(=O)[C@]12CCCC=C1N(Cc1ccco1)C(=O)[C@H](CC(=O)N1CCN(C(=O)C3CC3)CC1)C2	i	1.0
CCOC(=O)C1C2C=CC(CC2)N1c1ccccc1 (configuration not stated)	i	2.0
CCC(C)N(C(=O)COc1ccccc1C#N)C1CCS(=O)(=O)C1 (configuration not stated)	i	0.6
O=C(Cc1ccc(S(=O)(=O)N2CCOCC2)s1)N1CCN(S(=O)(=O)c2ccc(Cl)cc2)CC1	i	0.5
Cc1ccc2nc(-c3ccccc3)cc(C(=O)N(C)CC(=O)Nc3ccccc3Br)c2c1	i	1.5
COc1ccc(NC(=O)Nc2cccc3c2O[C@H](CN(C)C(=O)Nc2ccccc2)[C@@H](C)CN([C@H](C)CO)C3=O)cc1	i	1.1
CCN(CC(=O)NCc1cccs1)S(=O)(=O)c1c(F)cccc1F	i	0.7
C[C@@H]1CN([C@@H](C)CO)C(=O)CCCn2nncc2CO[C@@H]1CN(C)S(=O)(=O)c1ccc(F)cc1	i	0.7
COc1ccc(N2CCN(C(=O)COC(=O)CCc3ccccc3OC)CC2)cc1	i	1.0
O=C(C1CN(C(=O)c2cc3cc(Cl)ccc3o2)c2ccccc2O1)N1CCCCC1 (configuration not stated)	i	1.4
COCC(=O)N1CCC(c2nc3ccccc3[nH]2)CC1	i	0.4
COc1ccc2[nH]c3c(c2c1)CCN1C(=O)C(CC(=O)NCc2ccc(OC)c(OC)c2)C[C@H](C(=O)N(C(C)C)C(C)C)[C@@]31C (some centres not stated)	i	0.9
CC(=O)Nc1ccc(NC(=O)CSc2nnc(-c3ccc4c(c3)OCO4)o2)cc1	i	1.2
COc1ccc(CN(C)C(=O)/C=C/[C@H]2O[C@@H](n3cc(C)c(=O)[nH]c3=O)C[C@@H]2O)cc1OC	i	1.6
COc1ccc(CNC(=O)C2CCN(C(=O)c3ccc(F)cc3)CC2)cc1OC	i	0.8
COc1cc(C2c3cc(O)c(OC)cc3CC(C(=O)O)C2CO)ccc1O (configuration not stated)	i	0.3
Cc1cc(C(=O)NNC(=O)c2ccccc2F)c2ccccc2n1	i	0.8
CCN(CC)C(=O)Cn1cc([N+](=O)[O-])cc1[N+](=O)[O-]	i	1.3
CC1(c2nnnn2C2CCCCC2)CCC(=O)N1Cc1ccc2c(c1)OCO2 (configuration not stated)	i	1.8
C[C@H]1CN([C@@H](C)CO)C(=O)Cc2cc(NS(=O)(=O)c3cccs3)ccc2O[C@H]1CN(C)S(=O)(=O)c1cn(C)cn1	i	0.8
CC(CNC(=O)CN1C(=O)C(=O)N(C2CCCC2)C1=O)c1ccccc1 (configuration not stated)	i	0.7
CC[C@@H](NCCCn1cnc2c(SC)ncnc21)c1ccccc1	i	0.6
Cc1ccc(NC(=O)c2ccc(S(=O)(=O)N3CC(C)CC(C)C3)cc2)cc1S(=O)(=O)N1CCOCC1 (configuration not stated)	i	1.1
CCCCN1C(N)=NC[C@@H]1Cc1ccccc1	i	2.8
O=C(Nc1ccccc1N1CCOCC1)c1cc(=O)[nH]c2ccccc12	i	1.3

Retrieved one by one from the entries so far (2):
SMILES	Myeloid diff MLP	Myeloid diff MLP GFP+ MAC1+ %
COc1cccc(NC(=O)COC(=O)c2cc(=O)c3ccccc3o2)c1	i	0.1
CCCN(CC(=O)Nc1ccccc1OC)C(=O)C1=COCCO1	i	0.4

Next part.
SMILES	Myeloid diff MLP	Myeloid diff MLP GFP+ MAC1+ %
C[C@H](CO)N1C[C@H](C)[C@@H](CN(C)CC2CCCCC2)Oc2c(NC(=O)C3CC3)cccc2C1=O	i	0.7
C[C@H](O)[C@@H]1C(=O)N2CCc3ccc(-c4ccccc4)cc3[C@@H]2C[C@@H]1N(C)C(=O)c1ccco1	i	1.1
CCOC(=O)C1CCCN(C(=O)c2oc3ccccc3c2C)CC1 (configuration not stated)	i	0.6
COc1cc(C(C)=O)ccc1OC(=O)N1CCOCC1	i	1.3
CCC1(c2ccc(F)cc2)NC(=O)N(CC(=O)NC2CCCC(C)C2C)C1=O (configuration not stated)	i	0.6
CC(C)N(C(=O)COC(=O)Cn1cnc2ccccc21)c1ccccc1	i	0.8
CCN1C(=O)[C@@H]2[C@@H](c3ccc(-c4cccc(Cl)c4)cc3)N3CCC[C@@]3(C(=O)OC)[C@@H]2C1=O	i	0.4
NC(CCc1ccccc1)c1csc(NC(=O)Nc2ccccc2Oc2ccccc2)n1 (configuration not stated)	i	1.5
CCN1CCN(c2ccc(S(=O)(=O)N3CCCCC3)cc2NC(=O)COc2cc(C)ccc2Cl)CC1	i	0.1
COc1ccc(OCC(=O)N2CCN(S(=O)(=O)c3ccc4c(c3)OCCO4)CC2)cc1	i	0.4
CN1CCN(S(=O)(=O)c2cccc(C(=O)Nc3cccc([N+](=O)[O-])c3)c2)CC1	i	0.3
CC(=O)OCC(=O)C1CCC2C3CCC4=CC(=O)C=CC4(C)C3CCC12C (configuration not stated)	i	0.8
COc1cc(C(O)CO)ccc1O (configuration not stated)	i	2.5
CC1=C(C(=O)N(C)C)CC(CC(=O)NCc2cccs2)C(=O)N1Cc1ccc(F)cc1 (configuration not stated)	i	1.0
O=C(CN1CCN(S(=O)(=O)c2ccc(F)cc2)CC1)NCc1cccs1	i	0.3
Cc1cn([C@H]2C[C@H](O)[C@@H](CNC(=O)[C@H]3CCC(=O)N3)O2)c(=O)[nH]c1=O	i	0.8
COC(=O)Cn1c(C(=O)N2CCCC2)cc2c1C[C@H]1CN(C(=O)c3ccccc3)[C@@](Cc3ccc(OC)cc3)(C(=O)OC)[C@@H]21	i	3.1
Cc1csc(CNc2ncnc3ccc(-c4cccnc4)cc23)c1	i	0.5
Cc1noc(C)c1C(=O)N1CCCC(C)(C(=O)NS(=O)(=O)C2CC2)C1 (configuration not stated)	i	1.2
CCCCn1nc(C(=O)NC2CCCCCC2)c2ccccc2c1=O	i	0.4
O=C(Nc1cccc(S(=O)(=O)NC2=NCCC2)c1)c1ccccc1	i	0.3
COc1ccc(-c2sc3ccc(N4CCOCC4)cc3c2C#CCO)cc1	?	.
CC(C)c1ccccc1OCC(=O)Nc1nnc(C2CC2)s1	i	0.5
Cc1nnc(SCC(=O)Nc2cc(S(=O)(=O)N3CCOCC3)ccc2C)s1	i	1.0
O=C(CCCc1ccccc1)Nc1nccs1	i	0.3

Record cards (already shown). Screens in order: Myeloid diff MLP | Myeloid diff MLP GFP+ MAC1+ %
`CC(=O)OCC(=O)C1CCC2C3CCC4=CC(=O)C=CC4(C)C3CCC12C` (configuration not stated) is entered as i | 0.8
`CC(C)c1ccccc1OCC(=O)Nc1nnc(C2CC2)s1` is entered as i | 0.5
`CCOC(=O)C1CCCN(C(=O)c2oc3ccccc3c2C)CC1` (configuration not stated) is entered as i | 0.6
`O=C(Nc1cccc(S(=O)(=O)NC2=NCCC2)c1)c1ccccc1` is entered as i | 0.3
`COC(=O)Cn1c(C(=O)N2CCCC2)cc2c1C[C@H]1CN(C(=O)c3ccccc3)[C@@](Cc3ccc(OC)cc3)(C(=O)OC)[C@@H]21` is entered as i | 3.1

Some of the entries above, set out differently.
Under each structure: Myeloid diff MLP	Myeloid diff MLP GFP+ MAC1+ %
CC[C@@H](NCCCn1cnc2c(SC)ncnc21)c1ccccc1
→ i	0.6
Cc1ccc(NC(=O)c2ccc(S(=O)(=O)N3CC(C)CC(C)C3)cc2)cc1S(=O)(=O)N1CCOCC1 (configuration not stated)
→ i	1.1
CCCCN1C(N)=NC[C@@H]1Cc1ccccc1
→ i	2.8
O=C(Nc1ccccc1N1CCOCC1)c1cc(=O)[nH]c2ccccc12
→ i	1.3

Additional entries follow:
SMILES	Myeloid diff MLP	Myeloid diff MLP GFP+ MAC1+ %
CCc1ccccc1OCC(=O)Nc1ccc(C)c(S(=O)(=O)N2CCCCCC2)c1	i	0.8
Nc1ncnc(N2CCOCC2)n1	i	1.1
O=C(C[C@@H]1C/C=C\CCC(=O)OC[C@H](Cc2ccccc2)NC1=O)N[C@@H](CO)Cc1ccccc1	i	1.0
Cc1cc(C)cc(C(=O)NCC(=O)N2CCC(C(N)=O)CC2)c1	i	0.9
O=C(OCCOCCOC(=O)Oc1ccccc1)Oc1ccccc1	i	0.5
COc1cc(/C=C/C(=O)OCC(=O)c2ccc[nH]2)cc(OC)c1OC	i	0.9
Cn1c(CC(=O)NNC(=O)c2ccc(F)cc2Cl)nc2ccccc21	i	0.3
COc1ccc(C)cc1NC(=O)c1ccc(OCc2c(C)noc2C)cc1	i	1.6
COC(=O)[C@@]1(Cc2ccc(F)cc2)[C@H]2c3cc(C(=O)N4CCCC4)n(CC4CC4)c3C[C@H]2CN1C(=O)c1ccccc1	i	1.1
COc1cccc(SCc2noc(C(=O)NC(C)C)c2C(=O)NC(C)C)c1	i	1.9
O=C(C[C@H]1C/C=C\CCCC(=O)OC[C@H]2CCCN2C1=O)NCCO	i	1.5
COc1ccc(CN2C(=O)C(Cc3ccccc3)Nc3ncnc(N4CCOCC4)c32)cc1 (configuration not stated)	i	1.6&1.0
Cc1nnc(NC(=O)C2=COCCO2)s1	i	0.8
CCC1=NN(C(=O)c2ccccc2[N+](=O)[O-])C(O)(c2ccccc2)C1 (configuration not stated)	i	0.2
Cc1ccc(C)c(S(=O)(=O)NCC(c2ccco2)N2CCc3ccccc3C2)c1 (configuration not stated)	i	0.6
CCOc1ccc(S(=O)(=O)Nc2ccc(C(=O)NCCCN3CCCC3=O)cc2)cc1	i	1.2
CN(Cc1ccccc1)C(=O)[C@@H]1CCCN1C(=O)[C@@H]1CCCN1C(=O)c1c(F)cccc1F	i	0.7
CC(C)(C)NC(=O)C(c1ccc(C#N)cc1)n1c(=O)c(-c2ccco2)nc2ccccc21 (configuration not stated)	i	2.1
O=C(CCc1nc2ccccc2c(=O)[nH]1)NNC(=O)COc1ccc(Br)cc1	i	0.7
CCOc1ccc(CCNC(=O)COC(=O)CNS(=O)(=O)c2ccc(C)cc2)cc1OCC	i	1.3
O=C(O)C(=Cc1ccccc1[N+](=O)[O-])c1ccc2c(c1)OCO2	i	0.8
COC(=O)C1CCN(C2CN(Cc3ccc(F)cc3)S(=O)(=O)C2)CC1 (configuration not stated)	i	0.2
CCOC(=O)C1=NN(c2ccc(F)cc2)C2=NC(C)=C(C(=O)OC)C(c3cccs3)N12 (configuration not stated)	i	1.2
COc1cc(OC)cc(C(=O)Nc2ccc(S(=O)(=O)Nc3cnc4ccccc4n3)cc2)c1	i	0.4
Cc1cc(OCCCN2CCC(C(O)(c3ccccc3)c3ccccc3)CC2)ccc1Br	i	1.4
Carrying on:
SMILES	Myeloid diff MLP	Myeloid diff MLP GFP+ MAC1+ %
Cc1ccc(S(=O)(=O)N(C)CC(=O)NCC(=O)Nc2ccc(F)c(F)c2F)cc1	i	1.9
COc1ccc([C@H]2C[C@@H](n3cc(C4CC4)nn3)[C@H](O)CN2C(=O)c2cccs2)cc1	i	0.4
CC1CCCC(NC(=O)CSc2nnc(C(F)(F)F)n2C)C1C (configuration not stated)	i	0.8
COc1ccc(C(C(=O)Nc2ccc3c(c2)OCCO3)n2c(=O)c(-c3cc4ccccc4[nH]3)nc3ccccc32)cc1 (configuration not stated)	i	5.7
O=C(OCc1nnc(-c2cccs2)o1)C1=NN(c2ccccc2)C(=O)CC1	i	0.0
Cc1ccccc1NC(=O)Cc1nc(COC(=O)c2nccnc2N)cs1	i	2.0
CC1(C(=O)NS(=O)(=O)c2ccc(Br)cc2)CCN1C(=O)C1CCCCC1 (configuration not stated)	i	0.6
Cc1cccc(C(=O)OCC(=O)N2CCCCCC2)c1	i	1.9

Assay outcomes as filed in PubChem BioAssay.
